bIAP activator: increases bovine intestinal alkaline phosphatase activity; purified bovine IAP, CDP-star luminescence, 30 min; active compounds read high; fold of DMSO-control signal, blank-subtracted; activation factor at 20 µM; hit rate 0.17% among 200,000;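 active means activation factor of 2 or more at 20 µM, a signal rise over negative controls twice the positive control's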
FLuc inh counter: counter-screen for luciferase assay inhibitors: firefly luciferase inhibition. ATPLite firefly luciferase biochemical luminescence, 10 min. inhibition, % at 10 µM. P08659. hit rate 1.5% among 200,000;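 active means inhibition above about 50% when tested at 10 µM, limit read from the data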
Target sequence (P08659 whole entry, looked up): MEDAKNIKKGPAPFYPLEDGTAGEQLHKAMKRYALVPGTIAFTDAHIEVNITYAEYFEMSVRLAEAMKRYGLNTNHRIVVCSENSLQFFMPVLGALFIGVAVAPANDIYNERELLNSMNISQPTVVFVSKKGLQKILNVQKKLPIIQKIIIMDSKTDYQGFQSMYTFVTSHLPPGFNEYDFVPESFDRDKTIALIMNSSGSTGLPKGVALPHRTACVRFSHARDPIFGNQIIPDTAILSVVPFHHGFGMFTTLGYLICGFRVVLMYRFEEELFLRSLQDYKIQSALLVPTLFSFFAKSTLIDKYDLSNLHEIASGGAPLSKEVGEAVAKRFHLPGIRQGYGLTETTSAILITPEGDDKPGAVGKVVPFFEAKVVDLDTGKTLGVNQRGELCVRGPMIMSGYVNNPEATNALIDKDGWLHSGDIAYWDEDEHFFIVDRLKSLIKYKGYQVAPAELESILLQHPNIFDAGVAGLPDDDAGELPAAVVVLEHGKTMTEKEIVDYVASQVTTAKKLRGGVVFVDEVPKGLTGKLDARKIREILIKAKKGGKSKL
APP 5'UTR act: APP 5'UTR luciferase reporter activation; AID 1276; hit rate 1% among 190,000; activation, % at 2 µM; SH-SY5Y APP 5'UTR luciferase reporter, luminescence; zero percent = DMSO vehicle wells;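 active means activation above a set limit, based on mean plus 3 SD of controls, cut at about 140% in these data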; further: values of inactives mirror those of a sister screen read the other way
PMI act satM6P: activators of human phosphomannose isomerase at near-saturating mannose 6-phosphate; P34949; coupled PMI enzyme assay, resazurin fluorescence, 20 min; active compounds read high; 1 = untreated enzyme, 0 = substrate-free blank; activation factor at 20 µM; hit rate 0.34% among 190,000;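 active means activation factor of 2 or more at 20 µM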
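Test system: human phosphomannose isomerase with PGI, G6PDH, diaphorase coupling enzymes / Doses: 20 µM compound, 1% DMSO / Times: enzyme reaction with compound 20 min at room temperature / Measured by: Diaphorase-driven resazurin-to-resorufin fluorescence, excitation 544, emission 590 nm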
TNAP inh hiacc: blocks human TNAP under high phosphate acceptor concentration | AID 1135 | inhibition, % at 20 µM | hit rate 0.03% among 200,000 | P05186 | purified TNAP, CDP-star luminescence, 1 M DEA;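 active means over 50% inhibition of tissue-nonspecific alkaline phosphatase at 20 µM in the single-dose screen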;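 further: plate controls were DMSO wells for no effect and EDTA-quenched wells as full inhibition for full effect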
Target sequence (P05186 whole entry, looked up): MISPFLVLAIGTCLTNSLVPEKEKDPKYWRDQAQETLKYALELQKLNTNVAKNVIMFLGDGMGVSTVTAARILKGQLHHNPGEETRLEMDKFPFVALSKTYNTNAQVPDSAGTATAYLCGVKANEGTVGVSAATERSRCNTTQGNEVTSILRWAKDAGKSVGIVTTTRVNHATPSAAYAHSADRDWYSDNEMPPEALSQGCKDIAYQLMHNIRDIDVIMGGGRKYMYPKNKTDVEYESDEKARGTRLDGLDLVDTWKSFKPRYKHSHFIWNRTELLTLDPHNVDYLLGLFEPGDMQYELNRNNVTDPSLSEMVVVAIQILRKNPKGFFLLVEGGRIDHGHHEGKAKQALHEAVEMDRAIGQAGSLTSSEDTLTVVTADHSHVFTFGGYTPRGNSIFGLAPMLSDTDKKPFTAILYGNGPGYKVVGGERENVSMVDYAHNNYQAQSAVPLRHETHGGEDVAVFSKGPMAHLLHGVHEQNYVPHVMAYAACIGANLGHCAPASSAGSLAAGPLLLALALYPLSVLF
FLuc stim CS: firefly luciferase counter-screen for stimulation assays. P08659. ATPlite luciferase biochemical, luminescence, 10 min; 0 = ATP-free wells, 1 = DMSO control. activation factor at 10 µM. 200,000 tested, under 10 active;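 active means luciferase activation factor, scaled between plate controls, of at least 2 with compound at 10 µM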
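Material: luciferase plus luciferin reagent, cell-free. Medium: PBS buffer for ATP. Also added: ATP substrate, dispensed from a 10.24 µM working solution in PBS. Doses: test compounds dosed from 2 mM stocks in 100% DMSO. Incubation: 10 min post-reagent at room temperature. Technique: light output (luminescence). Read-out basis: luminescence gain marking luciferase activators.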
TNAP inh no acc: inhibitors of human TNAP without phosphate acceptor; hit rate 0.26% among 200,000; AID 1012; purified TNAP, CDP-star luminescence, 30 min; inhibition, % at 20 µM;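 active means tissue-nonspecific alkaline phosphatase inhibition above about 50% at 20 µM in the single-dose screen, limit read from the data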;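 further: 0% = DMSO negative control and 100% = EDTA positive control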
NF-kB neuron act: raises NF-kB expression in human neuronal cells. fold change at 12.5 µM. NF-kB reporter expression; active compounds read high. hit rate 1.6% among 190,000; in the data active means fold change above about 3.3
PMI activator: increases human mannose-6-phosphate isomerase activity; activation factor at 20 µM; purified human PMI, coupled resazurin fluorescence, 20 min; active compounds read high; 1 = vehicle control, 0 substrate-free wells; hit rate 0.005% among 190,000;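 active means activation factor of 2 or more at 20 µM, relative to plate controls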
TNAP act hi DEA: increases human TNAP activity under high phosphate acceptor concentration; purified TNAP, CDP-star luminescence, 1 M DEA, 30 min; active compounds read high; 0 = EDTA background, 1 = DMSO-only activity; 200,000 tested, under 10 active; P05186; activation factor at 20 µM;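 active means activation factor at least 2 at 20 µM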
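Test system – human TNAP · Doses – 20 µM single point · Incubation – 30 min, room temperature · Signal – luminescent substrate turnover signal · Read-out basis – activation factor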
An asterisk follows results filed as active. The order is random, and some 3.6% of all compounds hit somewhere here.

`CC1(C)Cc2c(c(N3CCOCC3)nc3snc(Br)c23)CO1` gave bIAP activator 1, FLuc inh counter -6, APP 5'UTR act 8, PMI act satM6P 1.2, TNAP inh hiacc -2, FLuc stim CS 1.1, TNAP inh no acc 7, NF-kB neuron act 1.1, PMI activator 1.2 and TNAP act hi DEA 1.
CC(C)COC(=O)Nc1ccc(C(=O)O)cc1 was read as bIAP activator 1, FLuc inh counter -2, APP 5'UTR act 8, PMI act satM6P 0.9, TNAP inh hiacc -2, FLuc stim CS 1, TNAP inh no acc -7, NF-kB neuron act 1, PMI activator 0.9 and TNAP act hi DEA 1.
`COc1cc2c(C#N)c(N3CCN(C)CC3)nc(N)c2c(N)n1` gave bIAP activator 1, FLuc inh counter -2, APP 5'UTR act -7, PMI act satM6P 0.7, TNAP inh hiacc -5, FLuc stim CS 1, TNAP inh no acc -12, NF-kB neuron act 1.4, PMI activator 0.6 and TNAP act hi DEA 1.1.
`O=[N+]([O-])c1ccc(OCC(O)CN2CCN(c3ccccc3F)CC2)cc1` (stereo not drawn) gave bIAP activator 0.9, FLuc inh counter -2, APP 5'UTR act 7, PMI act satM6P 1, TNAP inh hiacc 0, FLuc stim CS 1, TNAP inh no acc -6, NF-kB neuron act 0.97, PMI activator 1 and TNAP act hi DEA 1.
`O=C(CCc1nnc(CCCc2ccccc2)o1)NCC(F)(F)F` gave bIAP activator 0.9, FLuc inh counter -4, APP 5'UTR act 19, PMI act satM6P 0.9, TNAP inh hiacc -3, FLuc stim CS 1, TNAP inh no acc -10, NF-kB neuron act 1.5, PMI activator 0.8 and TNAP act hi DEA 1.
Screening Cc1ccc(NC(=S)NNC(=O)c2c([N+](=O)[O-])c(C)nn2C)cc1 returned bIAP activator 1.4, FLuc inh counter -7, APP 5'UTR act 18, PMI act satM6P 1.1, TNAP inh hiacc -5, FLuc stim CS 1.1, TNAP inh no acc 2, NF-kB neuron act 1.1, PMI activator 1 and TNAP act hi DEA 1.
For COc1ccc(-n2cc(CNC3CCC(O)CC3)c(-c3cccc(F)c3)n2)cc1 (stereo not drawn) the results were bIAP activator 1, FLuc inh counter 4, APP 5'UTR act 7, PMI act satM6P 1, TNAP inh hiacc -8, FLuc stim CS 1, TNAP inh no acc -4, NF-kB neuron act 1.1, PMI activator 0.9 and TNAP act hi DEA 1.1.
For Cc1cc(C)c(C#N)c(SCC(=O)Nc2ccccc2C)n1 the results were bIAP activator 1.1, FLuc inh counter -5, APP 5'UTR act 10, PMI act satM6P 1, TNAP inh hiacc -1, FLuc stim CS 1.1, TNAP inh no acc -4, NF-kB neuron act 1.4, PMI activator 1 and TNAP act hi DEA 1.
Screening COc1ccc(/C=N/NC(=O)C(=O)NCc2cccnc2)cc1 returned bIAP activator 1.1, FLuc inh counter 2, APP 5'UTR act 1, PMI act satM6P 1.1, TNAP inh hiacc -6, FLuc stim CS 1, TNAP inh no acc -10, NF-kB neuron act 1.1, PMI activator 1 and TNAP act hi DEA 1.1.
`CCOC(=O)c1ccc(NC(=O)NC(C)C2CCCO2)cc1` (stereo not drawn) gave bIAP activator 1, FLuc inh counter 2, APP 5'UTR act 8, PMI act satM6P 1, TNAP inh hiacc -5, FLuc stim CS 1, TNAP inh no acc -13, NF-kB neuron act 1.4, PMI activator 1 and TNAP act hi DEA 1.1.
O=C(NCc1ccncc1)Nc1cccc([N+](=O)[O-])c1 was read as bIAP activator 1, FLuc inh counter -5, APP 5'UTR act 25, PMI act satM6P 0.9, TNAP inh hiacc -5, FLuc stim CS 1, TNAP inh no acc -6, NF-kB neuron act 1.1, PMI activator 0.8 and TNAP act hi DEA 1.
`CC(C)(C)n1nc2c(c1NC(=O)c1ccccc1)CS(=O)(=O)C2` gave bIAP activator 0.9, FLuc inh counter 1, APP 5'UTR act -1, PMI act satM6P 1, TNAP inh hiacc 2, FLuc stim CS 1, TNAP inh no acc -4, NF-kB neuron act 1.1, PMI activator 1 and TNAP act hi DEA 1.
Screening CCC1=NN(C(=O)Cc2ccc([N+](=O)[O-])cc2)C(O)(c2ccc(Br)cc2)C1 (stereo not drawn) returned bIAP activator 1.2, FLuc inh counter 0, APP 5'UTR act 1, PMI act satM6P 0.9, TNAP inh hiacc 0, FLuc stim CS 1, TNAP inh no acc 3, NF-kB neuron act 0.77, PMI activator 1 and TNAP act hi DEA 1.
For CCCC(NCC(O)COc1ccc(-c2ccccc2)cc1)c1ccccc1 (stereo not drawn) the results were bIAP activator 0.8, FLuc inh counter -5, APP 5'UTR act -14, PMI act satM6P 0.9, TNAP inh hiacc -1, FLuc stim CS 1.1, TNAP inh no acc -7, NF-kB neuron act 1.2, PMI activator 1 and TNAP act hi DEA 1.
For Cc1cccc(NC(=O)c2c([N+](=O)[O-])c(C(C)(C)C)nn2C)c1 the results were bIAP activator 1.6, FLuc inh counter -3, APP 5'UTR act 5, PMI act satM6P 1.1, TNAP inh hiacc -7, FLuc stim CS 1, TNAP inh no acc -11, NF-kB neuron act 1.2, PMI activator 1 and TNAP act hi DEA 1.1.
Screening Cc1ccccc1Nc1nc(N)nc(COC(=O)c2cccc(S(=O)(=O)NCc3ccccc3)c2)n1 returned bIAP activator 1.1, FLuc inh counter -4, APP 5'UTR act 6, PMI act satM6P 0.9, TNAP inh hiacc -2, FLuc stim CS 1, TNAP inh no acc -12, NF-kB neuron act 0.36, PMI activator 0.9 and TNAP act hi DEA 1.
COc1ccc(Cl)cc1NC(=O)C(C)Sc1n[nH]c(N)n1 (stereo not drawn) was read as bIAP activator 1.2, FLuc inh counter -6, APP 5'UTR act -2, PMI act satM6P 1.1, TNAP inh hiacc -4, FLuc stim CS 1.1, TNAP inh no acc -6, NF-kB neuron act 0.92, PMI activator 1 and TNAP act hi DEA 1.
`CCOc1ccc(-c2c(C(=O)N/N=C/c3ccc(OC)cc3)nnn2-c2nonc2N)cc1` gave bIAP activator 1, FLuc inh counter -1, APP 5'UTR act 0, PMI act satM6P 0.9, TNAP inh hiacc 2, FLuc stim CS 1, TNAP inh no acc -8, NF-kB neuron act 1.1, PMI activator 0.9 and TNAP act hi DEA 1.
`COc1ccc(C(=O)NC2CCSC2=O)cc1` (stereo not drawn) gave bIAP activator 0.4, FLuc inh counter -2, APP 5'UTR act 27, PMI act satM6P 0.9, TNAP inh hiacc 7, FLuc stim CS 1, TNAP inh no acc -3, NF-kB neuron act 1.2, PMI activator 0.9 and TNAP act hi DEA 0.9.
For CN(C)CCCN(C(=O)c1cccs1)c1nc2cc3c(cc2s1)OCO3 the results were bIAP activator 1, FLuc inh counter 1, APP 5'UTR act -23, PMI act satM6P 1.1, TNAP inh hiacc -3, FLuc stim CS 1, TNAP inh no acc -7, NF-kB neuron act 2.4, PMI activator 1.1 and TNAP act hi DEA 1.
Cc1ccccc1-c1nnc(SCc2ccccc2F)o1 was read as bIAP activator 0.7, FLuc inh counter 18, APP 5'UTR act 142*, PMI act satM6P 0.9, TNAP inh hiacc -2, FLuc stim CS 0.8, TNAP inh no acc -8, NF-kB neuron act 6.4*, PMI activator 0.9 and TNAP act hi DEA 1.
`CCCn1c(SCC(=O)Nc2ccc(OC)cc2[N+](=O)[O-])n[nH]c1=O` gave bIAP activator 0.9, FLuc inh counter -9, APP 5'UTR act -9, PMI act satM6P 0.9, TNAP inh hiacc -2, FLuc stim CS 1.1, TNAP inh no acc 0, NF-kB neuron act 1.6, PMI activator 1 and TNAP act hi DEA 1.
For C=CCn1c(SCc2ccc(C(=O)Nc3ccccc3)cc2)nnc1-c1ccccc1 the results were bIAP activator 1, FLuc inh counter 8, APP 5'UTR act -5, PMI act satM6P 1, TNAP inh hiacc -4, FLuc stim CS 0.9, TNAP inh no acc -5, NF-kB neuron act 1, PMI activator 1 and TNAP act hi DEA 1.
For COc1cccc(-n2cnc3cccc(N)c32)c1 the results were bIAP activator 1, FLuc inh counter -2, APP 5'UTR act 23, PMI act satM6P 0.9, TNAP inh hiacc -7, FLuc stim CS 1, TNAP inh no acc -6, NF-kB neuron act 0.93, PMI activator 0.9 and TNAP act hi DEA 1.1.
Screening C/C(CCc1ccc2c(c1)OCO2)=N\N=C1\NC(=O)CC(C(=O)Nc2ccc(Cl)cc2)S1 (stereo not drawn) returned bIAP activator 0.9, FLuc inh counter -4, APP 5'UTR act -7, PMI act satM6P 0.8, TNAP inh hiacc 1, FLuc stim CS 1, TNAP inh no acc -4, NF-kB neuron act 1.4, PMI activator 0.8 and TNAP act hi DEA 1.
For S=C(NCc1ccco1)N1CCN(C(c2ccccc2)c2ccccc2)CC1 the results were bIAP activator 1, FLuc inh counter -3, APP 5'UTR act -5, PMI act satM6P 0.8, TNAP inh hiacc 3, FLuc stim CS 1, TNAP inh no acc -4, NF-kB neuron act 0.6, PMI activator 0.6 and TNAP act hi DEA 1.
Screening O=C(N/C(=C/c1cccc(Br)c1)c1nc(=S)[nH][nH]1)c1ccccc1 returned bIAP activator 1, FLuc inh counter 6, APP 5'UTR act 2, PMI act satM6P 1, TNAP inh hiacc 2, FLuc stim CS 0.9, TNAP inh no acc 5, NF-kB neuron act 1.2, PMI activator 0.9 and TNAP act hi DEA 1.
Screening CN(C)/C=C/C(=O)c1cccc(Oc2ncccn2)c1 returned bIAP activator 1.1, FLuc inh counter -3, APP 5'UTR act 4, PMI act satM6P 1, TNAP inh hiacc -5, FLuc stim CS 1, TNAP inh no acc -18, NF-kB neuron act 1.1, PMI activator 1 and TNAP act hi DEA 1.
Screening O=C1CN(C(=O)COC(=O)c2cccc(OCc3ccccc3)c2)c2ccccc2N1 returned bIAP activator 0.9, FLuc inh counter 3, APP 5'UTR act 4, PMI act satM6P 0.8, TNAP inh hiacc 0, FLuc stim CS 1, TNAP inh no acc -7, NF-kB neuron act 1.3, PMI activator 0.7 and TNAP act hi DEA 1.
`O=C(c1cccc(S(=O)(=O)N2CCCCCC2)c1)N1CCN(c2ccccc2)CC1` gave bIAP activator 1.1, FLuc inh counter -2, APP 5'UTR act 4, PMI act satM6P 0.8, TNAP inh hiacc 0, FLuc stim CS 1, TNAP inh no acc -3, NF-kB neuron act 1.1, PMI activator 0.8 and TNAP act hi DEA 1.
Cc1[nH]c2ccccc2c1C(=O)CSc1nc2ccccc2c(=O)n1-c1ccccc1F was read as bIAP activator 1, FLuc inh counter -2, APP 5'UTR act 6, PMI act satM6P 0.8, TNAP inh hiacc 2, FLuc stim CS 1, TNAP inh no acc 0, PMI activator 0.8 and TNAP act hi DEA 1.
COc1cc(/C=N/N=C(/C(=O)c2ccccc2)c2ccccc2)cc(OC)c1O was read as bIAP activator 0.9, FLuc inh counter 0, APP 5'UTR act -3, PMI act satM6P 0.7, TNAP inh hiacc 40, FLuc stim CS 1, TNAP inh no acc 20, NF-kB neuron act 0.59, PMI activator 0.8 and TNAP act hi DEA 0.6.

Quoted from above (2 entries):
Cc1[nH]c2ccccc2c1C(=O)CSc1nc2ccccc2c(=O)n1-c1ccccc1F was read as bIAP activator 1, FLuc inh counter -2, APP 5'UTR act 6, PMI act satM6P 0.8, TNAP inh hiacc 2, FLuc stim CS 1, TNAP inh no acc 0, PMI activator 0.8 and TNAP act hi DEA 1.
COc1cc(/C=N/N=C(/C(=O)c2ccccc2)c2ccccc2)cc(OC)c1O was read as bIAP activator 0.9, FLuc inh counter 0, APP 5'UTR act -3, PMI act satM6P 0.7, TNAP inh hiacc 40, FLuc stim CS 1, TNAP inh no acc 20, NF-kB neuron act 0.59, PMI activator 0.8 and TNAP act hi DEA 0.6.

Source: PubChem BioAssay (several laboratories)
